# Screens from PubChem BioAssay.
# DNA Pol III inh: blocks replication by bacterial DNA polymerase III holoenzyme. reconstituted DNA polymerase III holoenzyme replication, biochemical. Potency, µM (titrated, usually from 57.1 µM), for the others: top-dose activity change, negative = inhibition. 71,000 compounds, 0.25% hits. AID 603; also: potency is read from the fitted curve at half-maximal effect; % is scaled to controls: 0 for no effect and ±100 for the full control effect
#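 Reconstituted *E. coli* holoenzyme (0.35 nM Pol III, 1 nM beta, 154 nM SSB, 2 nM primase) was preincubated with compound for 15 min at RT. Synthesis on 1.4 nM ssM13Gori ran 35 min, then was stopped with PicoGreen/EDTA and read as dsDNA fluorescence.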
# Luciferase inh: blocks Photinus pyralis firefly luciferase activity; P08659; Potency, µM (highest dose often 57.1 µM), for inactives: at the highest dose activity change, negative = inhibition, usual class: inhibitors; AID 411; purified firefly luciferase, luminescence, 8 min; 72,000 compounds, 2.2% hits; also: potency is read from the fitted curve at half-maximal effect; % is scaled to controls: 0 for no effect and ±100 for the full control effect; nearly all actives have a fitted effect of over 40% in size
#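 Here, luciferase activity is measured as luminescence following an 8 min room-temperature reaction at 10 uM ATP, pH 7.2. Every library sample is titrated.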
# Epigenetic mod: epigenetic GFP locus derepression in mouse cells; mouse C127i GFP locus derepression, cytometry, 30 h; 68,000 compounds, 0.09% hits; Potency, µM (titrated, usually from 46.1 µM), for inactives: top-dose GFP derepression (activation); also: % of control where 0% means no effect
#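 Murine C127i mammary cells carrying a silenced, stably integrated CMV-driven GFP reporter were treated with compound for 30 hours at 37 C. After PBS washes, GFP-positive cells were counted by laser-scanning microplate cytometry.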
# Hsp90 Hop PPI: changes Hsp90-Hop TPR2A binding signal, up or down. AlphaScreen TPR2A-His6 binding biotin-Hsp90 C-terminal peptide. Potency, µM (highest dose often 57 µM), for the others: top-dose activity change, negative = inhibition. 71,000 compounds, 0.44% hits; active = well fitted curve in either direction with a large enough effect; inconclusive = small, poorly fitted or top-dose-only effect, or another doubt; also: potency is read from the fitted curve at half-maximal effect; % is scaled to controls: 0 for no effect and ±100 for the full control effect; many of its hits are not listed in these tables
# 15-hLO inh: inhibitors of human 15-lipoxygenase (ALOX15) | P16050 | AID 887 | Potency, µM (top dose mostly 57.1 µM), for the others: top-dose activity change, negative = inhibition, most hits filed as inhibitors | purified 15hLO-1, xylenol orange hydroperoxide absorbance | 74,000 compounds, 1.4% hits; also: potency is read from the fitted curve at half-maximal effect; % is scaled to controls: 0 for no effect and ±100 for the full control effect; nearly all actives have a fitted effect of over 55% in size
#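 Compounds were preincubated 15 min at room temperature with 40 nM purified human enzyme (25 mM Hepes pH 7.5, 0.01% Triton X-100); 50 uM arachidonic acid reacted 6 min. Fe-xylenol orange detection, 30 min, absorbance ratio 573/405 nm.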
# CRE Fsk mod: alters forskolin-stimulated CRE reporter signaling in CHO cells; CHO CRE-bla reporter (cAMP response element driving beta-lactamase), forskolin EC10, beta-lactamase ratio; 71,000 compounds, 2.5% hits; Potency, µM (titrated, usually from 38.2 µM), for inactives: top-dose activity change, negative = inhibition, hits mostly activators; active = well fitted activation curve with a large enough effect in the signal ratio, with a control signal flat, not every such curve was filed as active; inconclusive = small, poorly fitted or top-dose-only effect, or effect the other way, or a change in a side signal; the % refers to the signal ratio; also: potency is read from the fitted curve at half-maximal effect; % of control where 0% means no effect
#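 CHO CRE-bla cells, overnight plating in Opti-MEM with 0.5% dialyzed FBS; cpd titration + EC10 NKH 477, 3 h 37 °C; CCF4 2 h RT; ex 405/em 460 vs 530 ratio → %Activity, AC50.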
# Ub-GFP proteasome: ubiquitin-GFP accumulation via proteasome inhibition. Ubiquitin-GFP reporter cells, proteasome inhibition, GFP fluorescence; response scale: untreated = 0%, 10 µM MG-132 = 100%. Potency, µM (highest dose often 45.9 µM), for the others: at the highest dose activation (GFP accumulation), usual class: activators. 67,000 tested, under 10 active. AID 526; active = well fitted activation curve with a large enough effect, not every such curve was filed as active; inconclusive = small, poorly fitted or top-dose-only effect, or another doubt; inactive = no such curve, though single readings can be large or run the other way; also: potency is read from the fitted curve at half-maximal effect
#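 Reporter cells (U2OS, ubiquitin-G76V-GFP fusion) are plated overnight, then treated 4 hr at 37 °C with compound titrations from 46 uM down to 2.9 nM. Activity is scaled against untreated cells and 10 uM MG-132.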
# HADH2 inhib: inhibitors of human HADH2 dehydrogenase | Q99714 | recombinant HADH2, NADH fluorescence, beta-hydroxybutyryl-CoA | Potency, µM (top dose mostly 57.1 µM), inactives show top-dose activity change, negative = inhibition, most hits filed as inhibitors | 73,000 compounds, 3.4% hits | AID 886; also: potency is read from the fitted curve at half-maximal effect; % is scaled to controls: 0 for no effect and ±100 for the full control effect; nearly all actives have a fitted effect of over 60% in size; many of its hits are not listed in these tables
# Target sequence (Q99714 whole entry, looked up, one chain of several): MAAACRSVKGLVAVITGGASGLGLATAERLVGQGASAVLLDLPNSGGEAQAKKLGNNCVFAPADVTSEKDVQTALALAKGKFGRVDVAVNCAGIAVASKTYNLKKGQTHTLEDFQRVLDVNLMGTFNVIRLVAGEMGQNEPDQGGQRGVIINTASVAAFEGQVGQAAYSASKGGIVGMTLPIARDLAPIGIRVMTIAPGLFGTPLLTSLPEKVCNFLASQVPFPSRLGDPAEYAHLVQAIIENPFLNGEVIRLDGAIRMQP
#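 E. coli-expressed His-tagged HADH2 tested at 20 nM in alkaline Tris buffer (pH 9.0); oxidation of 90 uM beta-hydroxybutyryl-CoA with 1 mM NAD+ tracked fluorimetrically for 4 min.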
# HBB splicing: hemoglobin beta splicing modulation. HBB splicing reporter cell assay, activation; EGFP reporter with mutant IVS2-654 intron; response scale: normalised to 500 nM splice-correcting PNA. Potency, µM (series often up to 46.1 µM), for inactives: at the highest dose activation, most hits filed as activators. 65,000 compounds, 0.06% hits; also: potency is read from the fitted curve at half-maximal effect; 0% is about no effect
#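 Compounds were applied for 2 days to HeLa EGFP-654 cells, 500/well in Optimem with 2% FCS. The reporter's EGFP is disrupted by mis-splicing of beta-globin intron IVS2-654. Readout: summed well GFP fluorescence from 488 nm laser scanning; reference was 500 nM antisense […] 654 PNA.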
# ERK AVP inh: inhibitors of vasopressin-stimulated ERK signaling pathway. HEK293-V1b, vasopressin-stimulated pERK AlphaScreen. Potency, µM (highest dose often 57.5 µM), without a hit: at the highest dose activity, negative = inhibition, actives largely listed as inhibitors. 72,000 compounds, 0.99% hits. AID 995; also: potency is read from the fitted curve at half-maximal effect; % is scaled to controls: 0 for no effect and ±100 for the full control effect; nearly all actives have a fitted effect of over 55% in size
#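 HEK293 cells stably expressing V1b receptor, seeded overnight in 1% FBS, were treated with compounds for 30 min at 37C, then stimulated 5 min with 25 nM vasopressin; phospho-ERK read by AlphaScreen SureFire after lysis.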
# Tau fil binding: binders of human tau filaments; P10636; recombinant tau filaments, thioflavin S fluorescence, 15 h; filaments grown with octadecylsulfate alongside compound; Potency, µM (series often up to 57.1 µM), inactives show top-dose activity change, negative = inhibition; 71,000 compounds, 2% hits; AID 596;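 also: potency is read from the fitted curve at half-maximal effect; % is scaled to controls: 0 for no effect and ±100 for the full control effect; actives lower thioflavin S fluorescence by blocking filaments or displacing dye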
# Target sequence (P10636 whole entry, looked up): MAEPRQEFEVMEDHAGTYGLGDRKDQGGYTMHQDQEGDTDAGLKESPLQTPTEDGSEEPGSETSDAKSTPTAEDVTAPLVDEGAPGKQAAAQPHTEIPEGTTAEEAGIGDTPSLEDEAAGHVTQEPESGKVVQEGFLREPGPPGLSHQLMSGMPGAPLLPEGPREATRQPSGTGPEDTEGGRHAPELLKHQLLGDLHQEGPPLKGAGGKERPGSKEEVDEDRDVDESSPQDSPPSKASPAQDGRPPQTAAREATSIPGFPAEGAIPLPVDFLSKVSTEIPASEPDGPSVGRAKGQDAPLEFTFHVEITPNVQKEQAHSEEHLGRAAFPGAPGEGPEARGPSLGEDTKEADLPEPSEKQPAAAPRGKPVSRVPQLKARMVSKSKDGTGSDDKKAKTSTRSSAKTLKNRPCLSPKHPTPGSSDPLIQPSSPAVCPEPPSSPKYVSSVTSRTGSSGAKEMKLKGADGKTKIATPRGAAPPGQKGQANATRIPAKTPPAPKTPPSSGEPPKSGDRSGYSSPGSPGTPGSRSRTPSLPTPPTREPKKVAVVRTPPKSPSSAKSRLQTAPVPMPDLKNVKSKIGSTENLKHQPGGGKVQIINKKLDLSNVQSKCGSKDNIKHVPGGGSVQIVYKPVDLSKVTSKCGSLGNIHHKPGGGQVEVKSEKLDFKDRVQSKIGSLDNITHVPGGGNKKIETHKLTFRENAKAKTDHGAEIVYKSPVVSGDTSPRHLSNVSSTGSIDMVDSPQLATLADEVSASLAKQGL
#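 His-tagged recombinant human tau (exons 2, 3, 10; 1 uM final) fibrillized with 30 uM sodium octadecylsulfate, 15 h at 37 C, in pH 7.4 HEPES buffer with 10 uM thioflavine S and 5 mM DTT. Reduced ThS fluorescence (450/510 nm) marks activity.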
# An asterisk follows results filed as active; i = inactive; u = inconclusive; x = not tested or not shown; [ ] = remark or other dose. Unless noted, calls follow the shape of the dose curve; as a rule, active = well fitted curve in the direction sought with a large enough effect; inconclusive = small, poorly fitted or top-dose-only effect, or another doubt; inactive = no such curve, though single readings can be large; an effect the other way counts as inactive or inconclusive. These rows are one share of the data; rates above refer to the full screens.
SMILES,DNA Pol III inh,Luciferase inh,Epigenetic mod,Hsp90 Hop PPI,15-hLO inh,CRE Fsk mod,Ub-GFP proteasome,HADH2 inhib,HBB splicing,ERK AVP inh,Tau fil binding
COC(=O)C1CCN(C(=O)c2ccc(Cl)c(S(=O)(=O)NCc3cccnc3)c2)CC1,-1%,5%,0%,-1%,5%,-3%,-1%,-1%,-0.1%,3%,84%
Cc1c(NC(=O)C2CCCN2S(=O)(=O)c2ccccc2)c(=O)n(-c2ccccc2)n1C (centres undefined),-2%,1%,0%,-1%,7%,-6%,0%,1%,-1.2%,3%,9%
CC1CCCCN1CC(=O)Nc1sc2c(c1C#N)CCC2 (centres undefined),-5%,1%,0%,-5%,0%,-10%,-2%,-9%,1.5%[57.5 µM],33%[activator],5%
Cn1c(=O)c2c(SCC(=O)c3ccccc3)nc(C3CC3)nc2n(C)c1=O,2%,1%,x,-1%,2%,u,1%,-9%,0.1%,x,496%
COCCn1c(C(=O)N2CCCC2)cc2c1C[C@H]1CN(C(=O)c3ccccc3)[C@@](Cc3ccccc3)(C(=O)OC)[C@@H]21,-6%,x,x,-5%,x,-21%,x,-6%,0.4%,3%,1%
Cc1ccc(S(=O)(=O)N(C)c2ccc(NS(C)(=O)=O)cc2)cc1,-4%,1%,-3%,-3%,-6%,u,-6%,2%,0.1%,-21%,-6%
COc1ccccc1CNc1ncncc1-c1ccc(C(=O)N(C)C)cc1,2%,0%[2.29 µM],-3%[9.22 µM],-6%,u,3%,-3%,u,-0.2%,2%,-6%
COc1nc2ccc(C)cc2cc1-c1noc(-c2cccnc2)n1,0%,1%,2%,-1%,2%,-1%,-7%,-9%,1.1%,-8%,-7%
Cc1cc(C)n(-c2nnc(C)c(=O)[nH]2)n1,-1%[11.4 µM],4%,-3%,1.6µM*,12%[11.4 µM],u,-14%[9.17 µM],10%[11.4 µM],1.1%[0.0738 µM],0%,-6%[11.4 µM]
O=C(Nc1ccc(S(=O)(=O)NCc2ccccc2)cc1)Nc1ccc2c(c1)OCO2,2%,-9%,-12%,-3%,-13%,-13%,3%,-1%,-1.2%,-13%,165%
CC(C)(C)c1cc(=O)n2c(C#N)c(C#N)nc2[nH]1,-10%,1%,-3%,-30%,5%,u,-6%,20µM*,0.5%,4%,7%
CCOC(=O)C(NC(C)=O)C(OC(C)=O)c1cccc(N(CCO)CCO)c1 (centres undefined),-5%,4%,1%,-1%,6%,-4%,-4%,7%,x,-3%,12%
CCC(Oc1ccccc1)C(=O)Nc1nnc(C)s1 (centres undefined),0%,2%,0%,1%,9%,9%,-3%,8%,0.0%,-2%,-1%
O=C(CSc1ncccn1)NC(=O)NCc1ccccc1,-2%,0%,-1%,-3%,6%,u,-4%,3%,-2.8%,14%,8%
CC(C)OC(=O)CSc1nnc(-c2cnccn2)n1C,-3%,1%,-3%,-3%,8%,7%,1%,3%,-0.5%,-12%,6%
COc1cc(Br)cc(CN2CCN(C=O)CC2)c1O,6%[11.4 µM],2%,0%,-6%[11 µM],-11%[11.4 µM],u,4%[9.17 µM],-8%[11.4 µM],-2.0%[0.0738 µM],-6%,4%[11.4 µM]
O=C(NCN1CCCCC1)c1cnccn1,0%,4%,3%,-1%,7%,2%,1%,-15%,-0.3%[57.5 µM],-4%,-1%
CC1CCCCC1NC(=O)C1CCN(S(=O)(=O)c2ccc3c(c2)CCC(=O)N3)CC1 (centres undefined),2%,0%,-2%,2%,-7%,-1%,0%,7%,0.0%,-19%,-18%
COCC(=O)N(C)c1nnc(-c2cnc(C)cn2)s1,2%,-4%,0%,1%,-12%,-2%,-3%,u,-5.1%,-17%,12%
Cc1cccc(CNc2cc(-c3cccnc3)ncn2)c1,-5%,2%[2.29 µM],-2%[9.22 µM],-1%,-9%,u,-4%,32µM*,-1.0%,-11%,4%
O=C(CN1C(=O)CCC1=O)Nc1nc(-c2ccccn2)cs1,-3%,-1%,x,2.5µM*,35%[activator],-7%,16%,5%,-0.1%,x,-3%
CC(=O)Nc1ccc(C(=O)CSc2nnc3scc(-c4ccccc4)n23)cc1,-17%,-2%,-2%,-1%,10%,u,-5%,5%,x,-1%,-12%
Cc1ccc2nc(N3CCN(C)CC3)c(C#N)cc2c1,-6%,-2%,0%,3%,-11%,6%,0%,10%,x,-16%,15%
Cc1noc(C)c1S(=O)(=O)Nc1ccc(C(=O)NC2CCCCC2C)cc1 (centres undefined),-1%,3%,3%,-4%,3%,-2%,1%,-10%,-0.7%,4%,1%
COc1ccc(OC)c(NC(=O)Cn2cc(C#N)c3ccccc32)c1,0%,2%,-5%,-3%,-8%,u,-8%,5%,-1.0%,-17%,-11%
COc1cc(C2C(C(C)=O)=C(O)C(=O)N2CCc2c[nH]c3ccccc23)ccc1O (centres undefined),-2%,3%,-2%,-5%,22%,-3%,-1%,-4%,3.0%,-1%,5%
Cc1cc(C)n(/N=C/c2c[nH]c3ccccc23)c(=O)c1,-8%[11.4 µM],-1%,4%,-7%[11 µM],-3%[11.4 µM],u,-15%[9.17 µM],-5%[11.4 µM],0.2%[0.0738 µM],u,0%[11.4 µM]
CC(C)(C)NCCCCOc1ccc(F)cc1,-6%,-1%,0%,1%,13%,-8%,4%,-2%,-0.6%[9.22 µM],3%,-19%
COc1ccccc1C1C2C(=O)N(c3ccccc3)C(=O)C2ON1c1ccccc1 (centres undefined),-2%,4%,1%,-1%,3%,-29%,-3%,8%,2.5%,-24%,4%
CCCS(=O)(=O)N1CCCC(C(=O)NCc2ccc(C)cc2)C1 (centres undefined),0%,-3%,0%,1%,2%,-8%,-2%,5%,0.5%,14%,0%
COc1cccc(NC(=O)CSc2nnnn2C(C)C)c1,2%,2%,4%,4%,1%,-1%,6%,-9%,-1.2%,19%,-6%
CCN(CC)CCCN(Cc1cc2cc3c(cc2[nH]c1=O)OCO3)C(=O)Nc1ccccc1OC,-1%,3%,0%,0%,-4%,-5%,-2%,-13%,x,-21%,31%
Fc1ccc(CSc2nncn2NCc2ccc3c(c2)OCO3)cc1,-1%,0%,2%,-4%,2%,-3%,3%,9%,-0.4%,-13%,-2%
CC(C)N(CCc1ccncc1)C(=O)Nc1ccc(F)cc1,4%,3%,7%,u,-1%,4%,-6%,9%,-0.8%,31%,-6%
C=CCn1c(SCC(=O)NC2CCCCC2)nnc1-c1ccc(OC)cc1,1%,-5%,4%,-2%,4%,0%,9%,1%,-0.4%,-8%,8%
Cc1ccc(S(=O)(=O)N2CCN(C(=O)N3CCOCC3)C2C)cc1 (centres undefined),-1%,4%,2%,-4%,-5%,u,0%,5%,-1.4%,4%,-33%
CN1CCN(c2ncc3nc(-c4cccs4)c(=O)n(CCc4ccccc4)c3n2)CC1,-3%,0%[11.4 µM],0%[9.22 µM],-6%,-3%,u,5%,9%,u,26%,i
CO[C@H]1COC(=O)[C@H](Cc2ccccc2)NC(=O)C/C=C\[C@@H](C)[C@H](OC)COC(=O)C/C=C\[C@@H]1C,x,2%[11.4 µM],x,x,11%[11.4 µM],x,x,3%[11.4 µM],0.0%[9.22 µM],16%[11.5 µM],x
COc1cccc(-c2nnc(SCc3ccc(C#N)cc3)n2Cc2ccco2)c1,5%,0%,-2%,-1%,-8%,-22%,x,-16%,1.0%[0.369 µM],-15%,5%
O=c1[nH]c2cc3c(cc2cc1CN(Cc1nnnn1CC1CCCO1)C1CCCCC1)OCO3 (centres undefined),2%,0%,3%,-3%,-44%,-2%,0%,20%,x,-7%,i
O=S(=O)(c1ccccc1)N1CCC2(CCN(Cc3ccccc3)CC2)CC1,1%,-4%[11.4 µM],2%[9.22 µM],-5%,-2%,-14%,-5%,4%,2.6%,-7%,8%
CC1(C)CC2(CC(C)(C)NC(=O)N2)NC(=O)N1,1%,3%,-1%,-2%,-4%,5%,3%,-10%,-0.4%,-3%,3%
